GLP1R inv ag: qHTS of GLP-1 Receptor Inverse Agonists (Inhibition Mode); Glucagon-like peptide 1 receptor (Homo sapiens), P43220; HEK293 GLP-1R CRE-luciferase, luminescence, 24 h; GLP-1R form is constitutively active; Potency, µM (titrated, usually from 38.3 µM), without a hit: at the top dose activity change, negative = inhibition, hits mostly inhibitors; 410,000 tested, 1.6% active; further: potency means the concentration at half of the fitted maximal effect; on the % scale 0 is the no-effect control and ±100 the full control effect; nearly all actives have a fitted effect of over 55% in size
Target sequence (P43220 whole entry, looked up): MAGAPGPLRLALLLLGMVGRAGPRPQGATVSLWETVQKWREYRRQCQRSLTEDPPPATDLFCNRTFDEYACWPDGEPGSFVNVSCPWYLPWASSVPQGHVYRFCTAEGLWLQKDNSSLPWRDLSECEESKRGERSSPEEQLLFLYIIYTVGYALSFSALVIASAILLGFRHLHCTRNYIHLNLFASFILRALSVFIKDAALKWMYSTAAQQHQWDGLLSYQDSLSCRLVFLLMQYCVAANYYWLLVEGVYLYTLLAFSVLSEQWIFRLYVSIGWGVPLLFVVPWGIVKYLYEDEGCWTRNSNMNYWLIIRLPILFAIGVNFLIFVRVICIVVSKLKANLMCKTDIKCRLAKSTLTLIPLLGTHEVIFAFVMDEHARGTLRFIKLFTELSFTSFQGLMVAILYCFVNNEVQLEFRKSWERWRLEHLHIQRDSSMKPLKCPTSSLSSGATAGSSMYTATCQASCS
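Constitutively active GLP-1R drives a cAMP-responsive luciferase in stably transfected HEK293 cells; test compounds are added after overnight (12 h) attachment and left 24 hr, and signal loss in luminescence marks inhibition.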
aSyn yeast inh: qHTS of alpha-syn Inhibitors; Potency, µM (titrated, usually from 46.1 µM), for the others: top-dose growth rescue (activation), usual class: activators; AID 652106, 2013; Yeast expressing alpha-synuclein, growth rescue, BacTiter-Glo, 24 h; 370,000 tested, 0.14% active; further: potency means the concentration at half of the fitted maximal effect; % of control where 0% means no effect; nearly all actives have a fitted effect of over 65% in size
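Rescue of yeast growth: cells expressing toxic alpha-synuclein, induced in galactose at OD600 0.02, incubated with compound 24 h at 30 C. ATP luminescence quantified growth; inhibitors of toxicity appear as activators.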
Mm-Cpn inhibitor: Inhibitors of TCP-1 ring complex (TRiC) of Methanococcus maripaludis (MmCpn): qHTS | purified Mm-Cpn ATPase, ADP Transcreener TR-FRET | Potency, µM (doses to about 76.9 µM), for the others: at the top dose activity, negative = inhibition, usual class: inhibitors | 330,000 tested, 0.031% active | Chaperonin Mm-Cpn (Methanococcus maripaludis) | AID 504842, 2011; further: potency means the concentration at half of the fitted maximal effect; on the % scale 0 is the no-effect control and ±100 the full control effect; nearly all actives have a fitted effect of over 80% in size
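ATPase read-out: TR-FRET ADP immunoassay (anti-ADP Eu cryptate vs ADP-d2), ex 320 nm, em 590/665 nm; signal drops as ADP forms. Enzyme 25 nM, ATP 10 uM, 30 min at 37°C after 10 min compound preincubation.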
FUS suppressor: qHTS for Suppressors of FUS Proteinopathy: Primary screen using FUS-linked yeast assay; 390,000 tested, 0.24% active; Potency, µM (highest dose often 76.6 µM), without a hit: at the top dose growth rescue (activation), hits mostly activators; AID 1347120, 2019; S. cerevisiae FUS-expressing, growth rescue, OD600, 24 h;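 further: potency means the concentration at half of the fitted maximal effect; plate controls were DMSO vehicle for no effect and reference control for full effect; nearly all actives have a fitted effect of over 55% in size; some results filed as inactive show a strong effect at the top dose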
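Toxicity suppression screen in FUS-yeast. Cells induced with 2% galactose, starting OD 0.005, treated 24hr at 30C with compounds at multiple final concentrations; growth by OD600.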
HEK293 tox: qHTS of GLP-1 Receptor Inverse Agonists: Cytotox Screen. 410,000 tested, 0.13% active. HEK293 cAMP-luciferase reporter cells, luminescence, 24 h. AID 624418, 2012. Potency, µM (highest dose often 38.3 µM), for inactives: top-dose activity change, negative = inhibition, hits mostly inhibitors;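 further: loss of luciferase light is scored as toxicity; potency means the concentration at half of the fitted maximal effect; on the % scale 0 is the no-effect control and ±100 the full control effect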
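MLSMR compounds, 24 hr on cells at 37 deg C/5% CO2; luminescence after luciferase reagent (12 min RT). Inhibition counted as the undesired cytotoxic outcome.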
TDP43 rescue: qHTS of TDP-43 Inhibitors. TDP-43 expressing yeast growth rescue, BacTiter-Glo, 24 h. Potency, µM (highest dose often 46.1 µM), inactives show top-dose growth rescue (activation), hits mostly activators. 410,000 tested, 1.8% active; further: potency means the concentration at half of the fitted maximal effect; % of control where 0% means no effect; nearly all actives have a fitted effect of over 50% in size
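Cell-based yeast growth screen: TDP-43 expression induced in galactose, inoculum OD600=0.02 after raffinose pregrowth to mid-log. Read-out BacTiter-Glo luminescence at 24 hr, 30 deg C; inhibition of toxicity seen as signal increase.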
PTHR1 agonist: qHTS for PTHR1 Agonists: Primary Screen; HEK293 GP2 PTHR1 cells, GloSensor cAMP luminescence, 1 h; Potency, µM (doses to about 115 µM), inactives show top-dose activation, hits mostly activators; 410,000 tested, 0.075% active; AID 743266, 2014; further: potency means the concentration at half of the fitted maximal effect; nearly all actives have a fitted effect of over 55% in size; some results filed as inactive show a strong effect at the top dose; inactives centre near -15; many of its hits are not listed in these tables
Target sequence (Q03431 whole entry, looked up): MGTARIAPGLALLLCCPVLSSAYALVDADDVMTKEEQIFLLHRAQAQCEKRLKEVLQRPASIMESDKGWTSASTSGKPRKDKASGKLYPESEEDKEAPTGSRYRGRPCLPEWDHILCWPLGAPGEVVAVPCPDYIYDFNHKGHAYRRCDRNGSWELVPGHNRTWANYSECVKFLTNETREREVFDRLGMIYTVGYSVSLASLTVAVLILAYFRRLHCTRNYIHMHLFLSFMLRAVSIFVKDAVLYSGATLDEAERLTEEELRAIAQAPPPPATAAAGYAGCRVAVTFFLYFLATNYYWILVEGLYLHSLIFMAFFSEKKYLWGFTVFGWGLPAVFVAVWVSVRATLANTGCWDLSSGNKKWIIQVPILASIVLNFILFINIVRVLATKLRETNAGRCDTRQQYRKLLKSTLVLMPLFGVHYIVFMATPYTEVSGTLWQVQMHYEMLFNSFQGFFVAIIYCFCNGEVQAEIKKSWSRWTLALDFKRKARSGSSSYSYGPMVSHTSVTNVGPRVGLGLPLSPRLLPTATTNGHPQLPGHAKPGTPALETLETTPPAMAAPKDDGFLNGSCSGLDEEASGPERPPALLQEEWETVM
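HEK-293-derived GP2 cells expressing PTHR1 and a GloSensor cAMP reporter, 3,000/well, plated overnight, given luciferin plus IBMX (each 0.5 mM as added) for 1 h at 37 °C, then compound for 1 h at 37 °C. Luminescence was read after 15 min at room temperature.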
Akt phos inh: HTS Assay for Inhibitors of Akt Phophorylation: Primary Screen; Neuro2A IGF-stimulated pAkt S473 HTRF, 20 min; hits give low values; AID 651550, 2012; activity change, % for hits at 50 µM; 360,000 tested, 0.32% active; in the data active means activity change below about -80%; inconclusive means mostly about -51% to -80%; further: on the % scale 0 is the no-effect control and ±100 the full control effect
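Single-point screen (50 µM final compound) in Neuro2A cells stimulated 20 min with 6 nM IGF at 37 deg C. After lysis, Ser473-phosphorylated Akt read by HTRF (ex 330 nm, em 615/665 nm) as the 665/615 ratio.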
Abeta yeast res: qHTS for compounds that reverse cellular toxicity of Amyloid beta (A-beta) peptide in yeast: Primary Screen | yeast expressing A-beta42, growth rescue, OD600, 48 h; response scale: 0% DMSO, 100% iron-clioquinol control | Potency, µM (series often up to 46.1 µM), without a hit: at the highest dose growth rescue, most hits filed as activators | 410,000 tested, 0.063% active | AID 1347071, 2019; further: potency means the concentration at half of the fitted maximal effect; nearly all actives have a fitted effect of over 55% in size
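Growth rescue measured by 600 nm absorbance after 48 h yeast culture at 30 C with compound. Values normalized between DMSO and an equimolar ferric chloride plus clioquinol control.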
* hit, by the source's call; i = inactive; ? = inconclusive; nt = not tested or not shown; & = joins results of further samples; [ ] = another dose, or the depositor's remark. Unless noted, the call rests on the fitted dose curve; in most records, active means well fitted curve in the direction sought with a large enough effect; inconclusive means small, poorly fitted or top-dose-only effect, or another doubt; inactive means no such curve, though single readings can be large; an effect the other way counts as inactive or inconclusive. Some of the compounds tested, so the mix of outcomes need not match the whole.

SMILES	GLP1R inv ag	aSyn yeast inh	Mm-Cpn inhibitor	FUS suppressor	HEK293 tox	TDP43 rescue	PTHR1 agonist	Akt phos inh	Abeta yeast res
Cc1cccc(NC2(C(F)(F)F)N=C3SCCN3C2=O)n1 (configuration not stated)	1.9%	0.2%	2.3%	-21.9%	10.6%	-14.2%	-1.5%[57.5 µM]	i	8.7%
CC(C)OC(=O)CSc1nnc2c(n1)[nH]c1ccc(F)cc12	5.4%	-4.9%	1.6%	13.2%	-0.6%	-2.6%	-22.1%	i	-6.3%
O=C(N1CCOCC1)N1CCN(S(=O)(=O)c2ccc(F)cc2)CC1	6.0%	-2.8%	2.0%	-19.4%	22.6%	-0.8%	-90.7%[inhibitor]	i	-4.1%
COc1ccc(N(Cc2ccccc2)S(=O)(=O)c2cccc(C(=O)NCC3CCCO3)c2)cc1 (configuration not stated)	?	-0.2%	0.4%	39.7%	-2.3%	-20.6%	-24.6%	i	10.0%
O=CN(Cc1ccccc1)c1cc([N+](=O)[O-])ccc1OCc1ccccc1	?	5.3%	nt	nt	-5.1%	0.0%	-12.6%	i	-10.9%
Cn1c(=O)[nH]c(=O)c2c1nc(NCc1ccccc1)n2Cc1ccc(F)cc1	19.2%	-2.1%	2.4%	-18.2%	-4.2%	2.5%	-20.2%	i	13.9%
CCSc1ncnc2c1sc1nc3c(cc12)COC(C)(C)C3	0.1%	20.1%	2.2%	15.1%	-3.9%	-11.6%	i	i	10.1%
COc1cccc(-c2nc(CS(=O)(=O)CC(=O)N3CCN(c4ccccc4)CC3)c(C)o2)c1	?	nt	nt	40.8%	-28.2%	8.1%	-41.4%[inhibitor]	nt	-7.5%
CN(C)Cc1c(O)ccc2[nH]cnc12	0.0%	-4.5%	-0.2%	1.9%	-1.8%	-3.5%	i	i	14.3%
O=C(NNC(=S)NC1CC2C=CC1C2)c1ccncc1 (configuration not stated)	15.4%	-7.6%	1.6%	13.7%	10.1%	17.4%	i	i	-9.9%
COc1ccc(C(=O)NNC(=S)NC(=O)C(C)(C)C)cc1	-27.5%	?	-0.2%	16.3%	-18.0%	-59.9%[inhibitor]	-15.7%	i	5.62µM*
COc1ccc(NC(=O)CN2C(=O)CSC(C)C2=O)cc1 (configuration not stated)	3.2%[0.307 µM]	0.4%	-4.0%	2.0%	6.0%[0.307 µM]	10.4%	-17.2%	i	4.3%
Cc1ccc(-n2c(SCc3nc4ccccc4[nH]3)nnc2-c2ccncc2)cc1	32.9%[activator]	-3.4%	0.3%	34.2%	-2.3%	-4.2%	i	i	-13.9%
c1ccc(OCCCc2nc(-c3ccccn3)no2)cc1	4.4%	0.9%	-1.0%	10.2%	-2.1%	10.6%	-10.9%[57.5 µM]	i	14.5%
O=C(NNC(=S)NCc1ccco1)c1ccc(S(=O)(=O)N2CCOCC2)cc1	12.4%	-9.5%	-0.8%	3.5%	12.2%	28.6%	-2.8%	i	12.1%
C1CN(c2nc3nonc3nc2N2C[C@H]3CC[C@H]2C3)CCS1	14.0%[7.66 µM]	1.9%	1.7%	-10.9%	-13.1%[7.66 µM]	28.5%	-14.0%	i	3.2%
CCOC(=O)c1cc2c(=O)n3ccccc3nc2n(Cc2ccco2)c1=NC(=O)c1ccc(OC)cc1	113.4%&21.8%[activator]	1.5%	-1.7%	?	45.3%&140.6%	14.3%&5.2%	-76.6%[inhibitor]	i	0.1%&-4.1%
CCN(CC)CCOC(=O)c1ccc(NC(=O)c2nn(-c3ccc(C)cc3)c(=O)c3c2c2ccccc2n3C)cc1	0.4%	nt	nt	58.9%	0.2%	-27.6%	i	nt	-15.5%
CC1=CC(C)C(/C=N/N=C(N)N)C(C)C1 (configuration not stated)	8.91µM*	1.8%	1.5%	-18.6%	11.0%	-2.8%	i	i	2.8%
Cc1ccc(-c2csc3ncnc(SCC(=O)O)c23)cc1	-4.3%	-2.4%	-12.2%	6.1%	9.9%	-0.8%	i	i	-13.3%
COc1ccccc1NS(=O)(=O)c1cccc(C(=O)NNC(=O)c2ccc(Cl)nc2)c1	-18.0%	-2.0%	-0.9%	16.4%	-10.1%	-8.3%	-24.3%	i	1.6%
CC1(C(=O)Nc2ccc3c(c2)OCCO3)CCC(=O)N1CCc1c[nH]c2ccccc12 (configuration not stated)	2.3%	-5.5%	nt	-7.7%	-13.1%	-0.6%	-2.0%	i	-19.3%
Cc1cc(C)n(C(=O)c2cc3sccc3[nH]2)n1	-13.5%	-5.0%	-1.4%	-16.0%	-13.5%	16.7%	i	i	18.1%
NC[C@H](Cc1ccccc1)NCCCCC1CCCCC1	-2.2%	-1.0%	2.2%	-17.7%	4.1%	-9.4%	-6.6%	i	-6.1%
COc1ccccc1/C=N/NC(=O)C(NC(=O)c1ccccc1)=C(C)C	0.2%	-0.4%	0.0%	-2.6%	17.5%	0.4%	-6.8%	i	-5.7%
COc1ccc(NC(=O)c2cc(-c3ccccc3O)n[nH]2)cc1Cl	11.5%	-3.5%	-1.8%	4.0%	-10.2%	-18.9%	i	i	-20.0%
O=C(/C=C/c1ccco1)Nc1ccc(N2CCCC2)cc1	12.3%	-0.1%	-2.9%	2.8%	-21.3%	3.4%	i	i	-5.7%
CC1CCCN(C(=O)C2c3ccccc3C(=O)N3CCc4ccccc4C23)C1 (configuration not stated)	0.0%	-3.6%	0.3%	40.3%	-5.5%	-11.7%	i	i	-2.9%
Cc1cccc(OCC(=O)Nc2ccc(CN3CCOCC3)cc2)c1C	-20.0%	5.9%	-0.5%	nt	-0.7%	-21.0%	-29.3%	i	5.1%
CCN(c1ccc(OCC(=O)OCC(=O)Nc2ccc(F)c(F)c2F)cc1)S(=O)(=O)c1ccccc1	3.3%	-9.7%	0.3%	30.6%	-0.7%	23.3%	-21.3%	i	-4.1%
Cc1ccc(C(=O)NCCc2ccc(S(=O)(=O)N3CCCC3)cc2)cc1	-10.2%	13.6%	1.5%	10.2%	-3.3%	-2.8%	i	i	10.9%
Cc1cccc(NC(=O)CSc2nnc(Cc3ccccc3)o2)c1	-26.9%	-1.8%	-0.2%	19.7%	-0.9%	5.1%	i	i	-2.5%
COc1ccccc1CNC(=O)c1ccccc1N	13.2%	-1.9%	-0.8%	0.1%	5.2%	-8.2%	i	i	-6.7%
O=C(NC1CC1)c1[nH]c(C(F)(F)F)nc1-c1ccccc1	24.5%	-1.1%	nt	-12.2%	4.1%	20.0%	-12.5%	i	-0.9%
COc1ccccc1NC(=O)C/C(N)=N/O	1.3%	2.6%	0.3%	-5.3%	-1.5%	-0.4%	i	i	1.6%
COc1cccc(-n2nnc3c(sc4nc(C)cc(C)c43)c2=O)c1	18.2%	nt	nt	-11.3%	21.0%	-11.3%	i	nt	-11.3%
CC(=O)c1sc(NC(=O)c2ccc(C(C)(C)C)cc2)nc1C	-27.4%	0.9%	-4.3%	-1.0%	-4.4%	4.6%	-5.2%	i	-2.7%
CCOC(=O)N1CCc2c(sc3c2c(=O)n(Cc2ccccc2)c(=O)n3Cc2c(F)cccc2Cl)C1	2.3%	nt	nt	?	1.9%	7.3%	i	nt	9.5%
COc1ccc(NS(=O)(=O)c2ccc(C)c(C(=O)NCC(c3cccs3)N3CCOCC3)c2)cc1 (configuration not stated)	-7.0%	7.1%	-0.5%	0.7%	-4.5%	5.7%	i	i	8.7%
O=C(CSc1nc(-c2ccccc2)no1)N1CCN(c2ccccc2F)CC1	-26.4%	nt	nt	1.0%	-6.6%	0.0%	i	nt	-17.7%
COc1ccc(NC(=O)C2CCCN(c3nc(C)cc(C)n3)C2)cc1 (configuration not stated)	17.3%	0.4%	0.2%	-45.8%[inhibitor]	4.3%	23.7%	-14.7%	i	-5.1%
CCCOc1ccc(-c2nc3c(c(=O)[nH]c(=O)n3Cc3ccccc3)n2CCO)cc1OCC	51.7%[activator]	-0.4%	0.5%	-1.2%	-20.1%	8.9%	i	i	7.3%
COc1cccc(C2c3cc4c(cc3OC(C)(N3CCCC3)C2C)OCO4)c1O (configuration not stated)	-49.9%	4.2%	nt	nt	-48.7%	-7.8%	-9.3%	i	-7.4%
COc1cc(C(=O)NC(C)CCc2ccccc2)cc(OC)c1OC (configuration not stated)	3.1%	-0.3%	-14.4%	-1.7%	-1.4%	16.3%	i	i	16.9%
Cc1ccc(S(=O)(=O)N2CCCCC2)cc1NC(=O)C1CCC1	-29.4%	5.1%	-0.6%	nt	13.6%	0.0%	-5.6%	i	1.9%
CCCNC(=O)C1(C)CCN(C(=O)c2ccc(OC)cc2OC)C1 (configuration not stated)	9.9%	0.7%	nt	-21.2%	2.7%	11.8%	i	i	-11.2%

Two successive records already listed:
SMILES	GLP1R inv ag	aSyn yeast inh	Mm-Cpn inhibitor	FUS suppressor	HEK293 tox	TDP43 rescue	PTHR1 agonist	Akt phos inh	Abeta yeast res
Cc1ccc(S(=O)(=O)N2CCCCC2)cc1NC(=O)C1CCC1	-29.4%	5.1%	-0.6%	nt	13.6%	0.0%	-5.6%	i	1.9%
CCCNC(=O)C1(C)CCN(C(=O)c2ccc(OC)cc2OC)C1 (configuration not stated)	9.9%	0.7%	nt	-21.2%	2.7%	11.8%	i	i	-11.2%

Compound activity deposited in PubChem by National Center for Advancing Translational Sciences (NCATS).
